ERK EGF block: inhibitors of EGF-stimulated ERK signaling pathway; HEK293-V1b, EGF-stimulated phospho-ERK AlphaScreen; Potency, µM (series often up to 11.5 µM), for the others: at the top dose activity change, negative = inhibition, hits mostly inhibitors; 130,000 compounds, 0.41% hits; AID 1454; active means well fitted inhibition curve with a large enough effect; inconclusive means small, poorly fitted or top-dose-only effect, or effect the other way;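 further: plate controls were stimulated vehicle wells for no effect and unstimulated vehicle basal for full effect; nearly all actives have a fitted effect of over 55% in size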
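Stably V1b-transfected HEK293 cells; 30 min compound, then EGF 25 nM final for 5 min at 37C; 10 min lysis; phospho-ERK by AlphaScreen after 5 hr beads at room temperature.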
An asterisk follows results filed as active; [ ] = remark or other dose. Potency means the concentration at half of the fitted maximal effect.

Results for CCN(CC)C(=O)c1sc(NC(=O)c2c(OC)cccc2OC)c(C#N)c1C ?
ERK EGF block: 0%[57.5 µM]

How did Nc1nc(=S)[nH]c2c1C1(CCCCC1)Cc1ccccc1-2 do in these assays?
ERK EGF block: -6%

Results for O=C(c1ccco1)N1CCC[C@@]2(CCN(C(c3ccccc3)c3ccccc3)C2)C1 ?
ERK EGF block: -6%

Results for COc1ccc(NC(=O)CCCn2c(=O)c3sccc3n(Cc3ccc(C)cc3)c2=O)cc1 ?
ERK EGF block: 5%

How did CNS(=O)(=O)c1ccc2nc(NC(=O)/C=C/c3ccco3)sc2c1 do in these assays?
ERK EGF block: inconclusive

How did Cc1cc(-c2n[nH]c(=S)n2CC(C)C)cs1 do in these assays?
ERK EGF block: -5%

How did O=C(Nc1ccc2[nH]c(=S)sc2c1)Nc1ccccc1F do in these assays?
ERK EGF block: -26%[57.5 µM]

Results for CCc1ccnc(NS(=O)(=O)c2ccc3c(c2)OCCO3)c1 ?
ERK EGF block: 10%[57.5 µM]

Results for CCCCCC(=O)NC(=S)NNC(=O)c1ccc([N+](=O)[O-])cc1 ?
ERK EGF block: 2%

What do the screens show for `CCCC(C)C(=O)Nc1ccc(F)c(Cl)c1` (stereo not drawn)?
ERK EGF block: 0%

Results for O=C(C(Cl)Cl)N1CCN(Cc2ccccc2)CC1 ?
ERK EGF block: 1%

Results for O=C1CS/C(=N\N=C\c2ccccc2Cl)N1CC1CC1 ?
ERK EGF block: 13%[57.5 µM]

What do the screens show for `CSc1nc2ccc(NC(=O)C3=NN(c4ccccc4)C(=O)CC3)cc2s1`?
ERK EGF block: -6%

How did Cc1c(S(=O)(=O)c2ccccn2)c(N)n(Cc2ccccc2)c1C do in these assays?
ERK EGF block: 12%[57.5 µM]

What do the screens show for `COc1ccc(CCNC(=O)c2ccc(CNS(=O)(=O)c3ccc(C(C)(C)C)cc3)cc2)cc1OC`?
ERK EGF block: 9%

How did COC(=O)N1C(C)=Cc2ccccc2C1CC(C)=O (stereo not drawn) do in these assays?
ERK EGF block: -1%

How did CC(=O)c1ccc(OCc2cccc(C(F)(F)F)c2)cc1O do in these assays?
ERK EGF block: -15%

What do the screens show for `C/C(Cc1ccccc1)=N\NC(=O)CNC(=O)c1ccc(C(C)(C)C)cc1`?
ERK EGF block: 11%

What do the screens show for `Cc1ccc(CN(C)CC(=O)Nc2cccc([N+](=O)[O-])c2)o1`?
ERK EGF block: 6%

What do the screens show for `Cc1nn(Cc2ccccc2Cl)c(C)c1NC(=O)c1nc2ncccn2n1`?
ERK EGF block: 3%

An excerpt from above in order of heavy-atom count, low to high.
Results for O=C1CS/C(=N\N=C\c2ccccc2Cl)N1CC1CC1 ?
ERK EGF block: 13%[57.5 µM]

How did CC(=O)c1ccc(OCc2cccc(C(F)(F)F)c2)cc1O do in these assays?
ERK EGF block: -15%

How did Cc1c(S(=O)(=O)c2ccccn2)c(N)n(Cc2ccccc2)c1C do in these assays?
ERK EGF block: 12%[57.5 µM]

What do the screens show for `C/C(Cc1ccccc1)=N\NC(=O)CNC(=O)c1ccc(C(C)(C)C)cc1`?
ERK EGF block: 11%

What do the screens show for `COc1ccc(CCNC(=O)c2ccc(CNS(=O)(=O)c3ccc(C(C)(C)C)cc3)cc2)cc1OC`?
ERK EGF block: 9%

Other results.
Results for Cc1ccc(NC(=O)c2cc3cccc([N+](=O)[O-])c3[nH]2)cc1 ?
ERK EGF block: inconclusive

Results for CCN(CC)S(=O)(=O)c1ccc2c(c1)N(CC(=O)NCc1ccco1)C(=O)CO2 ?
ERK EGF block: -3%[57.5 µM]

What do the screens show for `Cc1cc(C)cc(N2CC(C)(C)C2=O)c1`?
ERK EGF block: -8%

Results for CCN(CC)C(=O)COc1ccc(/C(C)=N/NC(=O)c2ccccc2O)cc1 ?
ERK EGF block: -6%

How did CSc1sc(C(=O)NN)c2c1C1(CCC2)SCCS1 do in these assays?
ERK EGF block: -9%[57.5 µM]

Results for COc1ccc(C[C@H]2CN3C(=NC[C@@H]3Cc3ccc(O)cc3)N2C[C@H](C)NC(=O)CCC2CCCCC2)cc1 ?
ERK EGF block: -2%[57.5 µM]

Results for CCOc1ncccc1C(=O)N1CCN(c2ccc(C(F)(F)F)cn2)CC1 ?
ERK EGF block: 6%

Results for COc1ccccc1N1CCN(C(=O)CCC(=O)O)CC1 ?
ERK EGF block: -10%

What do the screens show for `CCOC(=O)c1c(C)c(C)n(Cc2ccc(OC)c(OC)c2)c1C`?
ERK EGF block: -6%

What do the screens show for `COCC(=O)N1CCN(c2cccc(Cl)c2)CC1`?
ERK EGF block: -10%

Results for O=C(NNc1ccccc1Br)C(=O)n1ccc2ccccc21 ?
ERK EGF block: -1%

Results for Cc1ccn2c(-c3csc(NCc4ccccc4)n3)c(C)nc2c1 ?
ERK EGF block: inconclusive

What do the screens show for `CCOC(=O)c1cn(CC#N)c2cc(F)c(F)cc2c1=O`?
ERK EGF block: -8%

Results for Cc1ccc2cc(C)c3nnc(SCc4ccc(C(=O)O)cc4)n3c2c1C ?
ERK EGF block: -13%[57.5 µM]

Results for Cc1ccc(S(=O)(=O)Nc2cc(-c3ccc(Cl)cc3)nn2C)cc1 ?
ERK EGF block: 7%[57.5 µM]

Results for Cc1ccc(Nc2nnc(-c3ccccc3N)o2)cc1C ?
ERK EGF block: -7%[57.5 µM]

How did COc1ccc(C2C(C(=O)Nc3ccccc3)=C(C)N=C3SCC(=O)N32)cc1 (stereo not drawn) do in these assays?
ERK EGF block: 2%

What do the screens show for `COc1ccccc1NC(=S)NC(=O)/C=C/c1ccco1`?
ERK EGF block: -3%

Results for CC(C)/C=C1\CCc2c([nH]c3ccccc23)C1=O ?
ERK EGF block: -2%

What do the screens show for `Cc1ccc(N(Cc2cc3cc(C)ccc3[nH]c2=O)C(=O)c2cccs2)cc1`?
ERK EGF block: 37%

How did CC(=O)c1ccc(NC(=O)C(C)N(C)CC(=O)Nc2cccc(F)c2)cc1 (stereo not drawn) do in these assays?
ERK EGF block: -6%

How did CCC[C@@H]1C[C@@]1(CCC)C(NC(=O)c1ccccc1)c1cccc(Cl)c1 (stereo partly drawn) do in these assays?
ERK EGF block: 4%

What do the screens show for `CCC(=O)NC(=S)Nc1ccc(OC)cc1OC`?
ERK EGF block: 0%

How did O=C(O)c1ccc(N/N=C/c2ccc(C(F)(F)F)cc2)cc1 do in these assays?
ERK EGF block: 8%

What do the screens show for `C=CCNC(=S)NNC(=O)C(CCCC)CC(O)COCC(C)C` (stereo not drawn)?
ERK EGF block: -14%[57.5 µM]

How did S=C(NCC1CCCO1)N1CCN(c2nc(-c3ccccc3)cs2)CC1 (stereo not drawn) do in these assays?
ERK EGF block: inconclusive

How did Cc1ccc(Oc2cc(NC(=O)CCCn3nc(C)c([N+](=O)[O-])c3C)cc([N+](=O)[O-])c2)cc1 do in these assays?
ERK EGF block: 6%

What do the screens show for `O=[N+]([O-])c1ccc(Cl)cc1Sc1cccc2cccnc12`?
ERK EGF block: -4%

What do the screens show for `N#CCCS(=O)(=O)c1ccccc1`?
ERK EGF block: -1%

Results for Oc1ccc(/C=N/Nc2nc(-c3ccc(Cl)cc3)cc(C(F)(F)F)n2)cc1 ?
ERK EGF block: inconclusive

What do the screens show for `CC(=O)n1cc([C@@H]2C=C(C(=O)NCc3ccccc3)O[C@H](OCCCCO)C2)c2ccccc21`?
ERK EGF block: -9%[57.5 µM]

What do the screens show for `CCOC(=O)C1(Cc2cccc(OC)c2)CCN(Cc2ccccc2)CC1`?
ERK EGF block: -3%[57.5 µM]

What do the screens show for `COc1ccc(NC(=O)Nc2nnc(N3CCCCC3C)s2)cc1OC` (stereo not drawn)?
ERK EGF block: -4%

What do the screens show for `CCN(CC)CC(=O)Nc1ccccc1SCC(=O)Nc1ccsc1C(=O)OC`?
ERK EGF block: -5%

Results for CC(/C=N/NC(=O)c1ccncc1)=C\c1ccco1 ?
ERK EGF block: -4%

How did O=C(COC(=O)COc1ccccc1)Nc1ccc(S(=O)(=O)N2CCOCC2)cc1 do in these assays?
ERK EGF block: 4%

How did Cc1ccc(NC(=O)c2nnn(-c3cccc(C(F)(F)F)c3)c2N)cc1 do in these assays?
ERK EGF block: -3%

What do the screens show for `COc1ccc(NC(=O)/C(C#N)=C\C=C\c2ccco2)cc1`?
ERK EGF block: -1%

How did Cn1cc(P(=S)(N2CCOCC2)N2CCOCC2)cc1P(=O)(N1CCOCC1)N1CCOCC1 do in these assays?
ERK EGF block: -15%

What do the screens show for `CC1CCCC(NC(=O)CCNS(=O)(=O)c2ccc(Br)cc2)C1C` (stereo not drawn)?
ERK EGF block: 2%

What do the screens show for `COc1cc(O)c2c(=O)c(O)c(-c3ccc(O)c(O)c3)oc2c1`?
ERK EGF block: 22%

How did O=C(NC(=S)NCC1COc2ccccc2O1)c1ccccc1 (stereo not drawn) do in these assays?
ERK EGF block: -8%

Results for CCCCNCCOCCOc1ccc(C)cc1Br ?
ERK EGF block: -6%

What do the screens show for `O=C1/C(=C/c2ccncc2)CCc2ccccc21`?
ERK EGF block: inconclusive

How did Cc1ccccc1S(=O)(=O)Cc1ccc(C(=O)N2CCN(C3CCCCC3)CC2)o1 do in these assays?
ERK EGF block: 5%

How did O=C1CC(c2ccc(Cl)cc2)SC(N(c2ccccc2)c2ccccc2)=N1 (stereo not drawn) do in these assays?
ERK EGF block: 6%

What do the screens show for `N/C(=N\N=C\c1ccc([N+](=O)[O-])cc1)c1nonc1N`?
ERK EGF block: 1%[57.5 µM]

How did Cc1cc(C)nc(NC(=O)c2cc([N+](=O)[O-])cc([N+](=O)[O-])c2)n1 do in these assays?
ERK EGF block: -2%

What do the screens show for `O=[N+]([O-])c1ccccc1N/N=C/c1ccc2c(c1)OCO2`?
ERK EGF block: inconclusive

Results for Cc1ccc(N2C(=O)c3cccc4c(Oc5ccccc5[N+](=O)[O-])ccc(c34)C2=O)c(C)c1 ?
ERK EGF block: inconclusive

What do the screens show for `Cc1cc(NC(=O)c2ccc3c(c2)OCO3)ccc1NC(=O)c1ccco1`?
ERK EGF block: 3%

Results for COC(=O)CSc1nc2sc3c(c2c(=O)[nH]1)CCC3 ?
ERK EGF block: -5%[57.5 µM]

Results for CN(C)S(=O)(=O)c1cccc(NC(=S)N/N=C/c2cc(Br)ccc2O)c1 ?
ERK EGF block: inconclusive

What do the screens show for `CC(C)(C)c1ccc(C(=O)NNc2ncccc2-n2cccc2)cc1`?
ERK EGF block: 12%[57.5 µM]

Results for CCOc1ccc(-n2c(C)c(C(C)=O)c3cc(OCC(N)=O)ccc32)cc1 ?
ERK EGF block: -9%

What do the screens show for `COc1cc(/C=N/NC(=O)c2cc(C)oc2C)ccc1O`?
ERK EGF block: 4%[57.5 µM]

Results for Cc1ccc(CSc2ccc(-c3ccc4c(c3)OCO4)nn2)cc1 ?
ERK EGF block: 5%

How did Cc1cc2ncc(C(=O)N=CN(C)C)cn2n1 do in these assays?
ERK EGF block: -8%

How did O=C(NNc1c2ccccc2nc2ccccc12)C12CC3CC(CC(C3)C1)C2 do in these assays?
ERK EGF block: 1%[57.5 µM]

Results for CCCCNC(=O)OCCSCCS(=O)(=O)c1ccc(Cl)cc1 ?
ERK EGF block: -15%[57.5 µM]

Among those listed so far, these contain an NH in an aromatic ring.
How did Nc1nc(=S)[nH]c2c1C1(CCCCC1)Cc1ccccc1-2 do in these assays?
ERK EGF block: -6%

How did Cc1cc(-c2n[nH]c(=S)n2CC(C)C)cs1 do in these assays?
ERK EGF block: -5%

How did O=C(Nc1ccc2[nH]c(=S)sc2c1)Nc1ccccc1F do in these assays?
ERK EGF block: -26%[57.5 µM]

Results for Cc1ccc(NC(=O)c2cc3cccc([N+](=O)[O-])c3[nH]2)cc1 ?
ERK EGF block: inconclusive

Results for CC(C)/C=C1\CCc2c([nH]c3ccccc23)C1=O ?
ERK EGF block: -2%

What do the screens show for `Cc1ccc(N(Cc2cc3cc(C)ccc3[nH]c2=O)C(=O)c2cccs2)cc1`?
ERK EGF block: 37%

Results for COC(=O)CSc1nc2sc3c(c2c(=O)[nH]1)CCC3 ?
ERK EGF block: -5%[57.5 µM]

New compounds follow
Results for CCCCOc1ccc(C(=O)N/N=C/c2ccc(OCCN3CCCCC3)c(OC)c2)cc1 ?
ERK EGF block: 5%

What do the screens show for `COC(=O)Nc1ccc(S(=O)(=O)N2CCC(C(=O)N3CCCC(C)C3)CC2)cc1` (stereo not drawn)?
ERK EGF block: 7%

Results for CN(Cc1cccc(-n2cccn2)c1)C(=O)CCc1nnc(C2CCCCC2)o1 ?
ERK EGF block: -5%

Results for COc1cc2nc(CCc3ccccc3)oc(=O)c2cc1OC ?
ERK EGF block: -2%

How did O=C(O)C1CCN(C(=O)COc2ccc(Br)cc2)CC1 do in these assays?
ERK EGF block: 0%

What do the screens show for `O=C(N/N=C/c1ccsc1)c1cc(-c2cccs2)nc2ccccc12`?
ERK EGF block: -2%

What do the screens show for `O=C(O)Cc1sc(-c2ccccc2Cl)nc1-c1ccccc1`?
ERK EGF block: 5%

What do the screens show for `Cc1nn(-c2ccc(F)cc2)c(Cl)c1/C=N/NC(=O)c1cccc(S(=O)(=O)N2CCCC2)c1`?
ERK EGF block: -9%

Results for O=C(Nc1ccccc1F)c1ccc([N+](=O)[O-])s1 ?
ERK EGF block: 7%

How did COc1ccc(CNC(=O)CCN2C(=S)NC(C)(C)CC2C)cc1 (stereo not drawn) do in these assays?
ERK EGF block: -7%

Results for CC(C)NC(=O)N1CC[C@@]2(CCCN(C(=O)c3cccn3C)C2)C1 ?
ERK EGF block: -7%

What do the screens show for `CC(C)CN(CC(C)C)S(=O)(=O)N1CCC(C(=O)NCc2ccc3c(c2)OCO3)CC1`?
ERK EGF block: -12%

How did O=C(Nc1cccc(S(=O)(=O)NC2=NCCCCC2)c1)c1cc(-c2ccc(Cl)cc2)nc2ccccc12 do in these assays?
ERK EGF block: 1%

What do the screens show for `CC(=O)CCC(=O)OCC(=O)c1ccc(C(F)(F)F)cc1`?
ERK EGF block: 2%[57.5 µM]

Results for c1ccc(-c2nc3nc4ccccc4nc3n2CC2CCCO2)cc1 (stereo not drawn) ?
ERK EGF block: 7%[57.5 µM]

Not all compounds are listed, so the mix of outcomes need not match the whole.
